High-throughput results (PubChem BioAssay)
BioA inh: inhibitors of Mycobacterium tuberculosis BioA enzyme | purified M. tuberculosis BioA enzyme, plate reader | inhibition, % at 9.99 µM | hit rate 0.096% among 360,000 | AID 602481; in the data active = inhibition above about 40%; inconclusive = no clear call, values can overlap the other calls
FadD28 binding: M. tuberculosis FadD28 bisubstrate binding inhibition; FadD28 bisubstrate probe binding, fluorescence polarization; inhibition, % at 12.5 µM; hit rate 0.22% among 360,000; in the data active = inhibition above about 8.5%, passing the limit was not always enough; inconclusive = no clear call, values can overlap the other calls
UGM FP inh: blocks M. tuberculosis UGM enzyme; AID 504406; P9WIQ1; hit rate 0.06% among 320,000; inhibition, % at 10 µM; purified UGM, fluorescence polarization probe displacement; in the data active = inhibition above about 10%, passing the limit was not always enough; inconclusive = no clear call, values can overlap the other calls
Target sequence (P9WIQ1 whole entry, looked up): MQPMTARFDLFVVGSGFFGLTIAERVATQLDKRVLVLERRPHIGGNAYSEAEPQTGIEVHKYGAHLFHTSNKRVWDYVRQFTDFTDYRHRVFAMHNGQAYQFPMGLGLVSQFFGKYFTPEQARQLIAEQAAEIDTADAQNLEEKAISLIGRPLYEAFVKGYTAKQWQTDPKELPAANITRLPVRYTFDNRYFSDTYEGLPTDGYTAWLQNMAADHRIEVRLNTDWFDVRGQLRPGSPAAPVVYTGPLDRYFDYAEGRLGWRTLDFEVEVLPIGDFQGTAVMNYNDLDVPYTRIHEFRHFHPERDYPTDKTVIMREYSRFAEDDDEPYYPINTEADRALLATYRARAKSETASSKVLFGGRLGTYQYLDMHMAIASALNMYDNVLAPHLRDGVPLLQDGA
BoNT F protease: BoNT F light chain protease inhibition. hit rate 0.22% among 360,000. inhibition, % at 10 µM. Multiplex microsphere protease cleavage assay, flow cytometry. AID 588497; in the data active = inhibition above about 35%, passing the limit was not always enough; inconclusive = no clear call, values can overlap the other calls; note: plate controls were buffer without enzyme for full effect and enzyme alone for no effect
BoNT-A LC inh2: BoNT A light chain protease inhibition; multiplex microsphere protease substrate cleavage, flow cytometry; inhibition, % at 10 µM; hit rate 0.17% among 360,000; note: plate controls were buffer without enzyme for full effect and enzyme alone for no effect
Anthrax LF prot: blocks Bacillus anthracis lethal factor protease. hit rate 0.12% among 360,000. multiplex microsphere protease cleavage assay, LF. inhibition, % at 10 µM. P15917. AID 588501; note: plate controls were buffer without enzyme for full effect and enzyme alone for no effect
GDH-TPI counter: GDH-TPI coupled enzyme inhibition counter-screen; GDH-TPI coupled enzyme counterscreen, NADH absorbance; AID 588335; inhibition, % at 4.8 µM; hit rate 1.2% among 360,000; in the data active = inhibition above about 30%;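 note: 0% = DMSO wells and 100% = wells lacking the enzyme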
PfHsp40 rescue: restores yeast growth despite PfHsp40 toxicity | S. cerevisiae expressing PfHsp40, growth rescue, ATP luminescence | growth rescue, % at 12.5 µM | hit rate 0.68% among 340,000 | AID 504582; in the data active = growth rescue above about 28%, passing the limit was not always enough; inconclusive = no clear call, values can overlap the other calls;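 note: yeast W303a lacking pdr1 and pdr3 grown in galactose medium; growth measured after three days at 30 °C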
FBA Mtb inh: Mtb fructose-bisphosphate aldolase inhibition | inhibition, % at 1 µM | purified M. tuberculosis FBA, fluorescence read-out | P9WQA3 | hit rate 2.3% among 360,000; in the data active = inhibition above about 27%;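 note: 0% = vehicle and 100% = reference inhibitor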
Target sequence (P9WQA3 whole entry, looked up): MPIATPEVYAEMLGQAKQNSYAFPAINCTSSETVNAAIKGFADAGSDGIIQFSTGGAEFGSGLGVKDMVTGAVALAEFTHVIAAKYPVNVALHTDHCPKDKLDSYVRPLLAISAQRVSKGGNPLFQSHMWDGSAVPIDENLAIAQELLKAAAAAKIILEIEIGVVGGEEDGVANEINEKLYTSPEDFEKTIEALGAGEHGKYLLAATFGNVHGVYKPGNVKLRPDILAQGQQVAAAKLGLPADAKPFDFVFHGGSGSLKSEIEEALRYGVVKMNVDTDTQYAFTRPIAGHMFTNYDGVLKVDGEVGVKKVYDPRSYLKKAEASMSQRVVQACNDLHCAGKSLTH
* = called active by the depositor; u = inconclusive; x = not tested or not shown. Cut-off read from the data, not from the text of the source, unless noted: active = inhibition above about 30%; inconclusive = no clear call, values can overlap the other calls; inactive = below that.

SMILES	BioA inh	FadD28 binding	UGM FP inh	BoNT F protease	BoNT-A LC inh2	Anthrax LF prot	GDH-TPI counter	PfHsp40 rescue	FBA Mtb inh
COc1cc(O)ccc1C(=O)CCc1ccc(O)cc1	-0.4	-1.1	-4.0	-7	3.4	2	15	-0.1	4
O=C(NNS(=O)(=O)c1ccc(Br)cc1)c1ccccc1-n1cccc1	-0.1	-0.6	-2.3	-5	0.2	-4	2	0.1	2
COc1cccc(CNS(=O)(=O)c2ccc3c(c2)oc(=O)n3C)c1	-0.3	-1.1	0.8	14	2.0	-2	4	-1.7	2
Cc1cc(N)n2nc(C)c(-c3ccccc3)c2n1	-1.5	0.7	-0.3	-14	0.0	-3	20	-1.5	-5
Cc1ccc(S(=O)(=O)N2CCOCC2)cc1NC(=O)CNc1ccccc1N1CCCC1=O	-3.4	-0.1	x	0	4.7	2	6	0.1	3
Cn1c(SCC(=O)N/N=C/c2cc([N+](=O)[O-])ccc2O)nnc1-c1ccccc1	x	-2.9	0.5	-25	-2.0	-2	11	0.2	1
O=C(C1CCCO1)N1CCN(c2ccc(F)cc2)CC1 (stereo unspecified)	-0.4	-1.1	2.3	-6	0.1	0	1	-0.9	1
CC(=O)c1ccc(NC(=O)C(C)n2c3ccccc3c3nc(=O)cc(C)n32)cc1 (stereo unspecified)	x	0.4	-2.8	-3	-1.1	0	1	-1.1	-3
N=C1S/C(=C\c2ccc(O)cc2)C(=O)N1c1ccc(F)cc1	x	-0.3	-0.3	-6	-1.3	-3	8	-0.1	-1
Nc1nonc1-n1nnc(C(=O)N/N=C/c2cc(Cl)ccc2O)c1CN1CCCCCC1	-1.2	-4.0	-1.8	-11	0.2	-3	0	18	16
CCN(CC)c1cc(-c2ccccc2)ncn1	5.1	-1.4	x	-3	0.3	0	9	0.1	2
CCCOc1ccccc1N1C(=O)CC(N2CCOCC2)C1=O (stereo unspecified)	-1.1	-0.7	-0.2	-4	-0.5	-3	-1	1.0	-1
O=C(Nc1cc(S(=O)(=O)N2CCOCC2)ccc1O)c1ccc2c(c1)S(=O)(=O)c1ccccc1C2=O	x	-1.2	-0.9	-11	0.1	-4	14	0.8	-1
COc1ccc(/C=C/C(=O)NCCN=C2NS(=O)(=O)c3ccccc32)cc1	x	-3.0	0.5	-1	-0.1	-4	6	-0.1	-1
O=C(Cn1cncc1-c1ccc([N+](=O)[O-])cc1)Nc1cccc2ccccc12	-2.2	0.0	-0.4	-5	-0.3	-2	13	-1.1	0

Grouped by structure, the entries above with a nitro group on carbon.
SMILES	BioA inh	FadD28 binding	UGM FP inh	BoNT F protease	BoNT-A LC inh2	Anthrax LF prot	GDH-TPI counter	PfHsp40 rescue	FBA Mtb inh
Cn1c(SCC(=O)N/N=C/c2cc([N+](=O)[O-])ccc2O)nnc1-c1ccccc1	x	-2.9	0.5	-25	-2.0	-2	11	0.2	1
O=C(Cn1cncc1-c1ccc([N+](=O)[O-])cc1)Nc1cccc2ccccc12	-2.2	0.0	-0.4	-5	-0.3	-2	13	-1.1	0

Next part
SMILES	BioA inh	FadD28 binding	UGM FP inh	BoNT F protease	BoNT-A LC inh2	Anthrax LF prot	GDH-TPI counter	PfHsp40 rescue	FBA Mtb inh
CC(=O)Nc1nonc1NC(=O)c1ccc(F)cc1	-0.1	-4.3	0.7	8	-0.2	-4	-16	-0.6	0
CCn1cc(CNC(=O)c2cc(COc3ccc(F)cc3F)on2)cn1	-0.8	0.3	0.9	-2	-0.4	-2	-1	0.2	-1
CC#CCC(CC#CC)c1nc2ccccc2c(=O)n1N	0.6	0.7	1.7	-2	-0.1	-2	8	-0.5	1
CCCCCCNC(=O)C(C(=O)OCC)C1CCCCC1 (stereo unspecified)	0.1	-3.1	-2.5	-4	0.4	-2	-2	-0.2	2
CN(C(=O)Oc1ccc([N+](=O)[O-])cc1)c1ccccc1	0.1	-2.2	-0.3	5	1.4	0	10	0.2	0
COc1ccc(CN2CCC[C@]3(N[C@H](c4ccc(C)cc4)[C@@H]4C(=O)N(Cc5ccccc5)C(=O)[C@@H]43)C2=O)cc1	0.6	-1.0	x	1	-0.6	4	2	x	3
Cc1ccc(-c2cc(C(F)(F)F)n3ncc(C(=O)N4CCCc5ccccc54)c3n2)cc1	-1.6	-3.9	x	-15	-1.2	-3	-6	0.0	0
Cc1ccc(S(=O)(=O)Nc2c(O)c3ccccc3oc2=O)cc1	-2.0	0.6	5.9	0	-0.1	-3	5	0.2	1
COc1ccc(-c2sc(Nc3ccccc3)n[n+]2C)c(C)c1C	-1.0	-1.9	5.1	-11	-0.9	2	5	0.0	4
Cc1cccc(C(=O)NNS(=O)(=O)c2ccc(F)cc2)c1	-0.7	-1.3	-1.9	u	0.7	-17	8	2.3	-2
NC(=O)COc1cc2oc(=O)c3c(c2cc1Cl)CCCC3	-0.8	-4.2	-1.8	u	-16	-21	7	0.0	16
C/C(=N\NC(=S)NCCc1ccccc1)c1ccc(C#N)cc1	-2.1	-1.9	1.5	4	0.2	2	16	-1.3	2
COc1ccc(N2C(=O)CC(Sc3nccc(C)n3)C2=O)cc1 (stereo unspecified)	1.0	-1.1	-0.2	0	-0.6	1	-6	-0.5	-1
CC1CCCCN1C(=O)CSc1nnc2c(n1)[nH]c1ccc(F)cc12 (stereo unspecified)	2.4	-3.3	-3.2	-23	1.5	9	0	-0.6	-2
COc1ccccc1NC(=O)Cn1nnc(C(=O)NCc2ccc3c(c2)OCO3)c1N	-0.6	-2.3	-3.3	1	0.0	-2	-5	-0.4	0
Cc1c(-c2cccc(Cl)c2)nc2ccccc2c1C(=O)NC1CC1	-1.2	-1.3	-2.5	-8	-0.6	-2	13	0.3	5
CN(C)C(=O)CCc1ccc2c3c([nH]c2c1)[C@]1(CCC2CCCC2)[C@@H](C(=O)N2CCOCC2)C[C@H](CC(=O)NCc2ccco2)C(=O)N1CC3	1.7	-1.5	x	-5	-0.2	-3	-19	1.7	1
O=C(CN(Cc1ccco1)C(=O)CNS(=O)(=O)c1ccc(Cl)cc1)NCc1ccc(F)cc1	-2.7	-1.5	0.2	-42	-1.5	-5	7	0.8	21
O=C1C2CC=CCC2C(=O)N1c1ccc(N2CCN(c3ccccn3)CC2)c([N+](=O)[O-])c1 (stereo unspecified)	x	-1.3	-0.1	-10	0.1	5	-2	2.2	1
CCC1=[N+](CC(=O)c2ccc(C)cc2)CCn2cccc21	-0.8	0.0	1.8	-10	0.8	-8	35*	-2.0	3
CNC(=O)NC(=O)C(C)Oc1ccccc1F (stereo unspecified)	0.4	0.5	1.0	1	0.8	-6	10	1.1	0
Cn1c(=O)c2cc3ccccc3nc2n(C)c1=O	x	-1.9	-1.9	u	-1.3	30*	13	-0.5	36*
O=C(NC(=S)Nc1cccc2cccnc12)c1ccccc1	0.8	-4.1	-1.3	-2	-0.6	-2	19	0.1	1
COc1ccc(CNC(=O)CCS(=O)(=O)c2ccc3c(c2)NC(=O)C(C)S3)cc1 (stereo unspecified)	15	-1.6	2.3	x	x	x	3	-0.2	1
Cc1[nH]n(-c2ccccc2)c(=O)c1N=Nc1ccccc1C(=O)O	9.4	3.3	6.5	u	-11	6	28	2.4	-10
CCOc1ccc(C(C)NC(=S)NC2CCCCC2)cc1OCC (stereo unspecified)	x	-3.0	1.4	2	0.0	-6	-10	-0.8	-1
CN1CCN(CCCCOc2cccc3ccccc23)CC1	0.1	0.4	0.0	-42	2.7	1	3	-0.8	5
COc1ccc(Cl)cc1NS(=O)(=O)c1c(C)[nH]c(C)c1C(=O)N1CCCCC1	1.0	-0.8	-1.5	-1	-2.6	-1	6	0.3	-2
Oc1c(C(Nc2cccc(C(F)(F)F)c2)c2cccnc2)ccc2cccnc12 (stereo unspecified)	x	-1.4	1.3	-10	-1.4	-2	-2	382*	2
COC(=O)[C@H](CCSC)NC(=O)Nc1ccc(C)cc1C	-0.1	-3.8	-0.8	-6	-1.5	-5	0	-0.6	-1

Structural class, those above containing a CF3 group
SMILES	BioA inh	FadD28 binding	UGM FP inh	BoNT F protease	BoNT-A LC inh2	Anthrax LF prot	GDH-TPI counter	PfHsp40 rescue	FBA Mtb inh
Cc1ccc(-c2cc(C(F)(F)F)n3ncc(C(=O)N4CCCc5ccccc54)c3n2)cc1	-1.6	-3.9	x	-15	-1.2	-3	-6	0.0	0
Oc1c(C(Nc2cccc(C(F)(F)F)c2)c2cccnc2)ccc2cccnc12 (stereo unspecified)	x	-1.4	1.3	-10	-1.4	-2	-2	382*	2

Other structures
SMILES	BioA inh	FadD28 binding	UGM FP inh	BoNT F protease	BoNT-A LC inh2	Anthrax LF prot	GDH-TPI counter	PfHsp40 rescue	FBA Mtb inh
CC1(C)NC(=O)N(CC(=O)Nc2cc(C(F)(F)F)cc(C(F)(F)F)c2)C1=O	0.9	-5.0	-1.2	-1	-1.3	0	-7	-0.8	-2
Cc1nn(Cc2ccc(Cl)cc2)c(C)c1NC(=O)c1cc(-c2ccc3c(c2)OCO3)on1	x	-4.0	-1.0	-9	-1.7	-4	-1	0.8	1
c1ccc(CCCN2CCN(CCOC(c3ccccc3)c3ccccc3)CC2)cc1	0.4	-4.4	3.6	2	-0.4	-1	-2	10.0	-2
O=S1(=O)CCN(Cc2ccc(Cl)c(Cl)c2)CC1	1.3	0.9	-1.2	-8	-0.7	-2	0	-1.3	4
O=C(CN1C(=O)NC(Cc2c[nH]c3ccccc23)C1=O)Nc1ccc(F)c(F)c1F (stereo unspecified)	0.5	-4.2	-1.8	-11	2.0	0	-5	-1.6	0
CN(Cc1cc2ccccc2[nH]c1=O)C(=O)C1CCCCC1	-1.3	-1.0	-4.0	-3	-0.3	-4	9	-1.3	4
CCc1nc(CN2CCN(c3cc(C(F)(F)F)ccn3)CC2)c(C)[nH]1	-1.5	0.3	2.0	5	1.1	-2	7	x	4
Cc1nn2c3ccccc3n(Cc3ccccc3)c2nc1=O	0.0	-4.1	-1.7	u	-0.8	5	-2	0.5	0
Cc1sc2ncnc(N3CCC(C(=O)Nc4nc(-c5ccc(F)cc5)cs4)CC3)c2c1C	-2.3	-2.9	0.2	7	2.0	1	4	0.1	-1
O=C(NC(=S)N1CCN(c2ccc(F)cc2)CC1)C12CC3CC(CC(C3)C1)C2	x	-0.7	-2.6	-10	-1.8	0	0	0.7	-3
CCOC(=O)N1CCN(C(=O)CSc2nc3c([nH]c4ccccc43)c(=O)n2C)CC1	0.0	-2.9	2.8	-6	-0.4	0	-7	-1.6	-2
O=S(=O)(NN1CCOCC1)c1cc(Cl)cc(Cl)c1O	0.2	-3.3	8.3	3	3.3	-2	0	0.7	-2
COc1cccc(OC)c1OCCCN1CCC(Cc2ccccc2)CC1	0.8	0.8	-3.9	26	-1.3	6	-2	1.2	-2
CN1CCN(CC(=O)Nc2cccc([N+](=O)[O-])c2)CC1	1.7	-5.2	-3.9	-1	-0.1	0	-4	1.5	-3
COc1ccccc1N1CCN(C(c2cccs2)C(C)NC(=O)c2ccncc2)CC1 (stereo unspecified)	0.5	0.2	-5.9	-2	-0.1	-5	-6	-0.4	2
COCCNC(=O)CCC(=O)NNc1nc2ccccc2c2nc(C)nn12	x	-0.3	0.7	-1	0.0	0	3	-0.4	0
CC1CCC(NC(=O)c2cc(S(=O)(=O)N(C)C)ccc2N2CCCC2)CC1 (stereo unspecified)	-1.4	0.9	2.2	20	6.1	6	3	-0.7	3
O=C(Nc1ccccn1)c1ccc(Cl)s1	-0.5	1.4	0.7	-7	-2.2	-2	-1	0.8	-1
CCn1nnc(-c2ccccc2NC(=O)c2cnccn2)n1	x	-1.3	0.5	-4	-0.4	-4	-1	0.2	3
Cc1occc1-c1nnc(SCC(=O)c2c[nH]c3ccccc23)n1C	-1.7	-6.2	-1.9	27	54*	45*	-3	-0.1	-15
COc1cccc(S(=O)(=O)NCC(=O)Nc2ccc(C(C)(C)C)cc2)c1	-0.6	3.8	-0.7	-9	-1.6	-4	-1	1.0	1
CC(C)c1cccc(-c2ccc3c(c2)S(=O)(=O)c2cccc(C(=O)NCc4ccccc4Cl)c2C3=O)c1	-1.9	-1.2	-1.1	-5	0.7	4	3	-1.5	-2
CCn1nccc1C(=O)Nc1ccc(Cl)cc1Cl	1.9	0.1	-1.6	-1	-0.3	0	9	-1.3	3
CCOc1ccc(C=NCC(O)c2ccccc2)cc1 (stereo unspecified)	-0.2	0.9	-0.2	15	-3.3	2	-3	-0.9	5
CC(Cc1c[nH]c2ccccc12)C(=O)O (stereo unspecified)	-2.9	-0.2	0.0	-3	-0.4	-8	-1	0.0	4
